Screens (PubChem)
INS promoter inh: inhibitors of insulin promoter-driven GFP, primary screen, imaging, TRM-6 cells (human fetal islet line), eGFP reporter, cell count; reporter expression induced with tamoxifen; inhibition, % at 2 µM; 130,000 tested, 0.9% active; AID 1273, 2008;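 active means inhibition above the mean plus 3 SD, with well images judged a real hit on visual review, cut at about 60% in these data, passing the limit was not always enough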
SDO1 yeast rescue: growth rescue of sdo1-depleted yeast, primary screen, S. cerevisiae, bone marrow failure model. S. cerevisiae sdo1-depleted JHY4D growth rescue, OD600 30 h; stronger effect = higher value; pdr5 snq2 efflux-pump mutant strain. z-score at 10 µM. 140,000 tested, 0.21% active. AID 817, 2007;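 active means z-score above 3 at both the 24 hr and the 30 hr optical density reads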;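 further: z-score against mean and SD of all compound wells on the same plate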
SDO1 yeast rescue Rescue 24 h: recorded beside SDO1 yeast rescue, whose call it bears; z-score; S. cerevisiae sdo1-depleted JHY4D growth rescue, OD600; measured here: growth rescue at 24 h;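 0 is the plate mean of compound wells and units are plate SD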
Numbers without * were called inactive; · = not tested or not shown; ! = a repeat was not active; [ ] = another dose, or the depositor's remark.

SMILES	INS promoter inh	SDO1 yeast rescue	SDO1 yeast rescue Rescue 24 h
O=C(O)c1cccc(NC(=O)c2ccc(Cl)c(S(=O)(=O)N3CCCCCC3)c2)c1	41.2	·	·
O=C(NCCCN1CCN(c2ccccc2F)CC1)C1CCC(=O)N1C1CCCCC1 (stereo not given)	7.7	0.4	-0.46
Cc1ccc2[nH]c3c(=O)n(CCN4CCNCC4)cnc3c2c1	46.1	0.01	0.31
O=C(COC(=O)c1ccccc1NC(=O)c1ccco1)NCC1CCCCC1	·	0.57	-0.29
COc1ccc(OC)c(NC(=O)C(CC(=O)O)NCc2ccco2)c1 (stereo not given)	0.0	-0.41	-0.87
CCOc1ccc(Oc2nc(NCC(C)C)nc(OC)n2)nn1	·	0.64	0.13
CC(NC(=O)c1ccccc1)c1nc2ccccc2n1Cc1ccc(C#N)cc1 (stereo not given)	-42.4	0.67	0.23
CCOC(=O)c1sc2nc(NC(=O)C(C)(C)C)sc2c1C	·	-1.93	-1.61
CCN1CNC(=S)N(Cc2ccccc2)C1	·	-0.33	-0.88
Cc1cc(NC(=O)c2noc3c2CCCCC3)nn1Cc1ccc(Cl)cc1	·	0.49	1.45
CC(C)CC(=O)NC(=S)Nc1ccc(S(=O)(=O)N2CCCC2)cc1	35.7	·	·
O=S(=O)(Nc1ccc(-c2nnc(SCc3ccc(Cl)cc3)o2)cc1)c1ccccc1	-30.0	0.01	0.87
CC(=O)Nc1c(C#N)c(C(C)(C)C)cn1C	-2.3	0.3	-0.48
COc1cc(C2C3C(=O)N(c4ccccc4)C(=O)C3ON2c2ccccc2)cc(OC)c1OC (stereo not given)	·	1.79	1.61
Cc1cc(C)nc(SC2c3cccc4cccc(c34)C2NS(=O)(=O)c2ccccc2)n1 (stereo not given)	-33.3	-0.99	-1.33
O=C(OCC(=O)N1CCCCCC1)c1n[nH]c(=O)c2ccccc12	·	-0.53	-0.89
Cc1ccc(-n2c(CNc3ccc(F)cc3)nnc2SCC(N)=O)cc1	-43.6	0.78	0.33
Cc1ccccc1NS(=O)(=O)c1ccc(OCCNS(C)(=O)=O)cc1	-38.5	1	0.03
CCSc1nc2cc(C(=O)OC)ccc2c(=O)n1CC	19.4	0.18	0.22
O=C(Nc1ccccc1)Nc1ccccc1Br	27.3	·	·
CC(C)c1nc(C#N)c(NCCCn2ccnc2)o1	·	0.9	0.72
O=C(CSc1nnnn1C1CCCC1)NCc1ccc2c(c1)OCO2	8.3	-0.31	-0.63
CCOC(=O)C1=NN(C(=O)Nc2ccc(OC)cc2)C2C(=O)N(c3cccc(C(F)(F)F)c3)C(=O)C12 (stereo not given)	34.4	0.9	1.24
CCOc1ccc(-n2c(SCC(=O)Nc3cc(C)on3)nnc2-c2c[nH]c3ccccc23)cc1	47.2	2.38	-0.02
Cc1cc([N+](=O)[O-])cc2ncccc12	8.7	0.51	1.23
COc1cc2c(cc1OC)C(c1cccc([N+](=O)[O-])c1)N(C(=O)c1ccc(F)cc1)CC2 (stereo not given)	-10.0	-0.98	-0.24
Nc1ccc(C(=O)Nc2nccs2)cc1	40.0	·	·
CCC(C)Oc1cccc(OCCCCN2C(=O)NC(C)(C)C2=O)c1 (stereo not given)	-45.5	-0.47	0.52
COc1cc(/C=N/NC(=O)c2cc(C)n(-c3ccc(F)cc3)c2C)cc(OC)c1O	-128.6	·	·
COc1cc(NC(=O)c2cc(CC(C)C)on2)c(OC)cc1Cl	-14.3	-1.52	-1.2
Cc1ccc(C)c(-c2nc3ccc(N)cc3[nH]2)c1	-23.8	-0.12	0.24
COc1ccc(C2CC(c3ccccc3)=NN2c2ccc(N)cc2)cc1 (stereo not given)	-125.0	-1.93	-0.82
N#C/C(=C\c1ccc[nH]1)Sc1nc2ccccc2s1	-3.2	-1.63	-1.43
c1coc(-c2nn3c(-c4ccco4)nnc3s2)c1	·	0.31	-0.05
CCOC(=O)CSC1=C(C#N)C(c2ccc(C)cc2)C2=C(CCCC2=O)N1 (stereo not given)	·	-0.46	-0.32
COc1cccc(C(=O)NCC(=O)N/N=C/c2ccc(OC(=O)c3cccs3)c(OC)c2)c1	-12.5	0.29	0.33
CC(C)CN(CC(C)C)S(=O)(=O)N1CCC(C(=O)N2CCc3ccccc3C2)CC1	-27.8	-0.99	-0.33
COc1ccc(Nc2nc3[nH]c(=O)cc(O)c3s2)cc1	0.0	·	·
CCOC(=O)c1[nH]c2ccc(F)cc2c1NC(=O)c1cc(OC)c(OC)c(OC)c1	-16.1	-0.41	-0.16
Cc1oc(/N=C/c2cccc3ccccc23)c(C#N)c1C	15.2	-0.39	-0.6

Single entries from the entries so far:
`COc1ccc(Nc2nc3[nH]c(=O)cc(O)c3s2)cc1` in INS promoter inh has 0.0
`CCC(C)Oc1cccc(OCCCCN2C(=O)NC(C)(C)C2=O)c1` (stereo not given) in INS promoter inh has -45.5
`COc1cc2c(cc1OC)C(c1cccc([N+](=O)[O-])c1)N(C(=O)c1ccc(F)cc1)CC2` (stereo not given) in SDO1 yeast rescue has -0.98
`CCSc1nc2cc(C(=O)OC)ccc2c(=O)n1CC` in SDO1 yeast rescue Rescue 24 h has 0.22
`Cc1ccccc1NS(=O)(=O)c1ccc(OCCNS(C)(=O)=O)cc1` in SDO1 yeast rescue Rescue 24 h has 0.03
`Cc1cc(C)nc(SC2c3cccc4cccc(c34)C2NS(=O)(=O)c2ccccc2)n1` (stereo not given) in SDO1 yeast rescue has -0.99
`O=C(OCC(=O)N1CCCCCC1)c1n[nH]c(=O)c2ccccc12` in SDO1 yeast rescue Rescue 24 h has -0.89

Next results follow:
SMILES	INS promoter inh	SDO1 yeast rescue	SDO1 yeast rescue Rescue 24 h
Cc1cc(C(=O)COC(=O)Cn2c(C(F)(F)F)nc3ccccc32)c(C)n1Cc1ccco1	·	-0.92	-0.39
Cc1nc(-c2ccccn2)sc1C(=O)Nc1ccc(F)cc1	26.5	-0.83	-0.77
COCC(=O)Nc1ccc([N+](=O)[O-])cc1C	40.5	-0.16	-0.79
Cc1cc2ncn(/N=C/c3cccnc3)c2cc1C	-7.1	0.5	0.39
Cc1ccc(NCN2C(=O)C3CC=CCC3C2=O)cc1 (stereo not given)	57.1	0.32	-0.31
CCOC(=O)c1cc(-c2ccco2)nc2c1c(C)nn2CCC#N	14.3	1.02	0.65
O=C(COC(=O)C1CCN(S(=O)(=O)c2cccc3cccnc23)CC1)c1ccccc1	-15.4	-0.38	-0.32
COc1ccc(NC(=O)C2CCCO2)cc1OC (stereo not given)	30.0	-0.77	-1.13
C1=CC2CC1CC2CN1CCN(c2ccccc2)CC1 (stereo not given)	·	-0.28	-0.41
O=C(COc1ccccc1[N+](=O)[O-])NCCC1=CCCCC1	-18.5	·	·
O=C(c1cccc(C(=O)N2CCN(c3ccccc3)CC2)c1)N1CCN(c2ccccc2)CC1	-40.5	-0.7	-0.51
CCOc1ccc(C(=O)NCC(=O)OCC(=O)N2CCCCC2)cc1	-8.1	-0.34	-0.65
C/C=C/Cn1c(SCc2ccc(Cl)cc2)nc2c1c(=O)[nH]c(=O)n2C	·	-1.38	-0.68
COc1cccc(C2/C(=C(\O)c3ccc4c(c3)OCO4)C(=O)C(=O)N2CCN(C)C)c1OC (stereo not given)	-6.2	0.13	-0.33
Cc1c(NC(=O)c2ccc(N(C)S(=O)(=O)c3ccccc3)cc2)c(=O)n(-c2ccccc2)n1C	30.0	·	·
Cc1ccc(NC(=O)CC2SC3=NCCCN3C2=O)c(C)c1 (stereo not given)	-11.4	1.24	1.45
CC(=O)Nc1nc2ccccc2n1Cc1ccccc1	-2.9	2.33	1.32
NS(=O)(=O)c1ccc(CCNC(=S)Nc2ccc(F)cc2)cc1	-41.2	·	·
Cc1ccc(NC(=O)CO/N=C/c2ccccc2C)c(C)c1	-8.3	·	·
CC(=O)NC(Cc1c[nH]c2ccccc12)C(=O)N1CCc2ccccc2C1 (stereo not given)	-35.7	0.39	-0.73
Cc1cc(C)cc(Oc2nn[nH]n2)c1	-4.2	1.23	1.15
Cc1occc1-c1n[nH]c(=S)n1-c1ccccc1	-10.0	0.31	-1.12
CCN(CC(O)COc1ccc(OCC(O)CN(CC)C2CCCCC2)cc1)C1CCCCC1 (stereo not given)	19.1	0.05	0.11
CCn1ccc(C(=O)Oc2ccc(Cl)cc2)n1	28.6	-0.29	-0.03
COc1ccc(C(=O)N(Cc2ccco2)Cc2cccs2)c(O)c1	-27.3	-1.2	-1.13
O=C(COC(=O)c1ccccc1NS(=O)(=O)c1ccc(Cl)cc1)NCc1ccccc1	6.7	-0.81	-0.74
O=C(NC(c1ccccc1)c1cc(Cl)c2cccnc2c1O)c1cccnc1 (stereo not given)	·	-1.25	-1.19
Cc1cc(C)c(C)c(S(=O)(=O)NCC(=O)Nc2sc3c(c2C(N)=O)CCCC3)c1C	-3.3	-0.57	-0.95
C/C=C/c1ccc(OCCCCOc2c(OC)cccc2OC)c(OC)c1	-17.2	0.72	1.36
O=c1nc(NCc2ccccc2Cl)cn[nH]1	71.4	0.54	0.36

Reformatted bar-delimited: five of the compounds above
Structure | INS promoter inh | SDO1 yeast rescue | SDO1 yeast rescue Rescue 24 h
O=C(NC(c1ccccc1)c1cc(Cl)c2cccnc2c1O)c1cccnc1 (stereo not given) | · | -1.25 | -1.19
Cc1cc(C)cc(Oc2nn[nH]n2)c1 | -4.2 | 1.23 | 1.15
Cc1occc1-c1n[nH]c(=S)n1-c1ccccc1 | -10.0 | 0.31 | -1.12
C/C=C/c1ccc(OCCCCOc2c(OC)cccc2OC)c(OC)c1 | -17.2 | 0.72 | 1.36
CCN(CC(O)COc1ccc(OCC(O)CN(CC)C2CCCCC2)cc1)C1CCCCC1 (stereo not given) | 19.1 | 0.05 | 0.11

Single records, as listed above. Screens in order: INS promoter inh | SDO1 yeast rescue | SDO1 yeast rescue Rescue 24 h
CC(=O)NC(Cc1c[nH]c2ccccc12)C(=O)N1CCc2ccccc2C1 (stereo not given) is listed as -35.7 | 0.39 | -0.73
Cc1nc(-c2ccccn2)sc1C(=O)Nc1ccc(F)cc1 is listed as 26.5 | -0.83 | -0.77
COc1ccc(Nc2nc3[nH]c(=O)cc(O)c3s2)cc1 is listed as 0.0 | · | ·

Following part
SMILES	INS promoter inh	SDO1 yeast rescue	SDO1 yeast rescue Rescue 24 h
CCN1CCN(C(c2ccccc2)c2nnnn2Cc2ccccc2)CC1 (stereo not given)	-86.7	-0.72	-1.09
CCn1c(N2CCC(C)CC2)nc2c1c(=O)n(C)c(=O)n2C	·	0.53	0.14
CC(C)NC(=S)N/N=C/c1cc(Br)ccc1O	27.0	-1.23	-0.96
COc1cccc(-n2c(COc3ccccc3C)nnc2SCC(=O)O)c1	·	0.16	0.31
O=C(O)COc1ccc(/C=C/c2ccc3cccc([N+](=O)[O-])c3n2)cc1	18.9	-0.13	-1
Cc1ccc(SCC(=O)Nc2ccc(N3CCOCC3)cc2)c(C)c1	-64.3	·	·
COc1ccc(/C(O)=C2\C(=O)C(=O)N(CCN(C)C)C2c2cccc(OC)c2OC)cc1 (stereo not given)	16.7	0.72	0.21
O=C(CC(O)(c1ccccc1)C(F)(F)C(F)F)c1cccs1 (stereo not given)	24.3	0.09	-0.23
CCS(=O)(=O)N1CCC(C(=O)NCc2cccc(OC)c2)CC1	·	3.35	1.62
COc1ccc(Nc2nc(N)nc(CSc3nnc(N)s3)n2)cc1	-39.1	-0.45	-1.16
Cn1nc(OC(=O)Nc2ccccc2)cc1C(F)(F)F	21.9	3.29*!	3.95*!
Nc1ncc(Br)cc1S(=O)(=O)NCCC(=O)N1CCN(c2ccccn2)CC1	-92.9	0.36	-0.49
Cc1nc2sc(C(c3cccc(F)c3)N3CCCC(C)C3)c(O)n2n1 (stereo not given)	·	1.09	0.67
CCOC(=O)c1c(C)noc1CP(=O)(c1ccccc1)c1ccccc1	-34.5	-0.24	-0.73
CN(CC(=O)N1CCCCCC1)S(=O)(=O)c1ccc(F)cc1	3.7	·	·
COc1cc2cc(CN(Cc3ccc4c(c3)OCO4)C(=O)c3ccco3)c(=O)[nH]c2cc1OC	11.1	·	·
CCOC(=O)C1CCN(C(=O)COC(=O)c2ccc(Br)o2)CC1	·	-0.07	-0.09
Cc1cccc(N=C2NC(=O)c3cc([N+](=O)[O-])ccc32)c1	17.6	·	·
Cc1ccnn1CCSCC(=O)O	0.0	0	-0.52
Cc1ccc(C2/C(=C(\O)c3cnn(-c4ccccc4)c3C)C(=O)C(=O)N2CCN(C)C)o1 (stereo not given)	11.1	0.24[9.6 µM]	0.08
COc1cc(/C=C/C(=O)OCC(=O)Nc2ccc3c(c2)OCCO3)ccc1OCC#N	18.4	-1.08	-0.55
COc1cc(-c2cc(-c3ccc(F)cc3)nc(N)c2C#N)ccc1O	-13.3	·	·
CCOC(=O)N1CCC(N2CCCC(CO)(Cc3cccc(OC)c3)C2)CC1 (stereo not given)	-30.4	·	·
COc1ccc(CCN(C)CCC(=O)Nc2c(C)cc(C)cc2C)cc1OC	-17.4	0.07	-0.89
O=S(=O)(NC1CCCCC1Sc1ncccn1)c1ccccc1 (stereo not given)	-2.6	-0.01	0.03
COc1cc(C(=S)N2CCOCC2)ccc1OC(=O)c1cc([N+](=O)[O-])cc([N+](=O)[O-])c1	·	0.13	-1.09
Cc1ccc(Nc2nc(-c3cccs3)cs2)nc1	17.6	·	·
CCc1ccc(CC2S/C(=C(\C#N)C(C)=O)NC2=O)cc1 (stereo not given)	-16.3	2.68	2.85
CCc1ccc2c(Cl)c(C(=O)N/N=C/c3c[nH]c4ccccc34)sc2c1	·	-2.05	-1.53
N#Cc1nc(COc2ccccc2Cl)oc1NCc1ccc(F)cc1	67.7	-0.83	0.47
O=C(CCn1nnc2ccccc2c1=O)N[C@H](C(=O)O)c1ccccc1	28.6	0.43	-0.08
Cc1ccc2c(c1)c1ncnc(N3CCC4(CC3)OCCO4)c1n2C	-36.1	-1.52	-2.06
Cc1cccc(-c2cc3nc4c(c(N5CCCC(O)C5)n3n2)CCC4)c1 (stereo not given)	-17.6	-2.32	-1.45
